PPARg SRC-3 ag: PPARgamma agonists recruiting SRC-3 coactivator, primary screen, biochemical. AID 731, 2007. biochemical PPARgamma/SRC-3 coactivator recruitment assay. Peroxisome proliferator-activated receptor gamma (Homo sapiens), P37231. activation, % at 8 µM. 0.26% of 200,000 active; in the data active = activation above about 23%;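 note: 0% = DMSO and 100% = reference agonist; some compounds past the cut are filed as inactive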
Target sequence (P37231 whole entry, looked up): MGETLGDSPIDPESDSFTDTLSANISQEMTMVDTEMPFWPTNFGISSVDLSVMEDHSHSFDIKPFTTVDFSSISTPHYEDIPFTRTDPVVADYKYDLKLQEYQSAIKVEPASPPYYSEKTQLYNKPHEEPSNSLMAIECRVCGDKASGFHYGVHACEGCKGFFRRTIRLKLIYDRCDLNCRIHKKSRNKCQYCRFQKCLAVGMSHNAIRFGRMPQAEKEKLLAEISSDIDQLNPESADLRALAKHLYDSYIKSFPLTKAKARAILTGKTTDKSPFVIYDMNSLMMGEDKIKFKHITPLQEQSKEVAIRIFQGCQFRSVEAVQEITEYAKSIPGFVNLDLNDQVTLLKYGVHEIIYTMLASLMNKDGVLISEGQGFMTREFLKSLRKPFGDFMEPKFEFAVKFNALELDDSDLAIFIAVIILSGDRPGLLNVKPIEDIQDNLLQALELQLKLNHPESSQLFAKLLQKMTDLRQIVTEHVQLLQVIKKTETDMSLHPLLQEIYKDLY
Lmaj promast: Leishmania major promastigote growth inhibition, primary screen; Leishmania major promastigotes, resazurin fluorescence viability; inhibition, % at 10 µM; 9% of 200,000 active; in the data active = inhibition above about 50%;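 note: promastigotes grown with compound for 44 hours at 28 °C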
S1P3 antag: S1P3 receptor antagonists, primary screen, cell-based | 0.27% of 170,000 active | inhibition, % at 4.98 µM | CHO S1P3 NFAT-BLA reporter, FRET fluorescence, antagonist mode | AID 485, 2006 | Sphingosine 1-phosphate receptor 3 (Homo sapiens), Q99500;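 active = inhibition above the plate cutoff, the mean inhibition of test wells on that plate plus 3 SD, cut at about 28% in these data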;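 note: cells challenged with S1P at its EC80 of 0.8 µM; blue over green emission ratio from cleaved BLA substrate after 4 h stimulation; 0% = S1P-stimulated wells and 100% = unstimulated DMSO-only wells; some compounds past the cut are filed as inactive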
PPARg SRC2 recr: agonists of PPARg-SRC-2 recruitment, primary screen, biochemical, HTS. 0.34% of 200,000 active. PPARgamma LBD-SRC-2 recruitment. Peroxisome proliferator-activated receptor gamma (Homo sapiens), P37231. AID 1032, 2008. activation, % at 8 µM; in the data active = activation above about 22%;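 note: 0% = vehicle and 100% = reference agonist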
bIAP act: bovine intestinal alkaline phosphatase activators, primary screen, biochemical, bovine IAP, CDP-star luminescence; alkaline phosphatase, intestinal [Bos taurus]; purified bovine IAP, 30 min; hits give high values; fold of DMSO-control signal, blank-subtracted; activation factor at 20 µM; 0.17% of 200,000 active;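 active = activation factor of 2 or more at 20 µM, a signal rise over negative controls twice the positive control's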
Redox H2O2 prof: compounds producing H2O2 with reducing agent – biochemical, NIH compound library profiling, artefact control for MLSCN library redox annotation, primary screen; DTT-dependent redox cycling H2O2, phenol red/HRP absorbance; 100% = 100 µM peroxide control, 0% = buffer; activation, % at 10 µM; 0.03% of 200,000 active; AID 878, 2007;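 active = activation of at least 50% relative to the plate's high and low controls in the primary single-dose screen; inactive = activation below 50%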;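 note: compound incubated with DTT at 0.8 mM final as the reducing agent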
TLR4-MyD88 BLA: inhibitors of TLR4-MyD88 association in cells, primary screen, cell-based, HeLa CL3-4, BLA complementation, FRET ratio. 0.18% of 200,000 active. Toll-like receptor 4 (Homo sapiens) + Myeloid differentiation primary response protein …. inhibition, % at 8.4 µM. HeLa CL3-4 TLR4/MyD88 BLA complementation. AID 861, 2007; in the data active = inhibition above about 25%;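 note: 0% = vehicle and 100% = reference inhibitor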
ROMK mod: ROMK potassium channel modulators, primary screen, cell-based, thallium flux, MLSMR library; ATP-sensitive inward rectifier potassium channel 1 (Homo sapiens), P48048; Tet-inducible ROMK, thallium flux fluorescence; actives lie on both sides; B-score at 10 µM; 2% of 130,000 active; AID 1918, 2009;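 active = signal ratio slope over the read window, or its plate-corrected B-score, at least 3 SD from the plate mean, either direction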;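 note: B-score of the F/F0 ratio slope over 7 to 12 s after thallium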
Target sequence (P48048 whole entry, looked up): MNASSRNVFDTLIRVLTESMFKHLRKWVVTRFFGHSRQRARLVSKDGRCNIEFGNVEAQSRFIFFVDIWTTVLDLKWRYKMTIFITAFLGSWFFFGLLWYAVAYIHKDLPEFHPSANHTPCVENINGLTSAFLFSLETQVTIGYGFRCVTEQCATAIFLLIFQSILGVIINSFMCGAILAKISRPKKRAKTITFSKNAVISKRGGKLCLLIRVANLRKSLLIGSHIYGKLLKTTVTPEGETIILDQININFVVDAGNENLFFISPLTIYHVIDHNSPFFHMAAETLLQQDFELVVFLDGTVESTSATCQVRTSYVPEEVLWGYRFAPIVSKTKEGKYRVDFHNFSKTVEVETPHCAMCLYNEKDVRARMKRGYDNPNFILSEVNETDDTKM
PPARg SRC1 recr: PPARgamma agonists recruiting SRC-1 coactivator, primary screen, biochemical. Peroxisome proliferator-activated receptor gamma (Homo sapiens), P37231. PPARgamma-SRC-1 coactivator recruitment biochemical assay. activation, % at 8 µM. 0.41% of 200,000 active; in the data active = activation above about 19%;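 note: 0% = DMSO and 100% = reference agonist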
TR-FRET SRC-2 ct: TR-FRET signal artefacts, primary screen, artefact control for PPARgamma SRC-2 agonist project, biochemical; TR-FRET ratio at 8 µM; TR-FRET artefact counter-screen; hits give high values; 0.4% of 200,000 active; in the data active = TR-FRET ratio above about 2000; note: inactives centre near 1500
bIAP inhibitor: bovine intestinal alkaline phosphatase inhibitors, primary screen, selectivity assay for TNAP inhibitor project, biochemical, bovine IAP, CDP-star luminescence. alkaline phosphatase, intestinal [Bos taurus]. inhibition, % at 20 µM. 190,000 tested, under 10 active. purified bovine IAP, 30 min;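 active = over 50% inhibition of intestinal alkaline phosphatase at 20 µM in the single-dose screen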
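Incubation: 30 min reaction at room temperature / Material: purified bovine intestinal alkaline phosphatase (IAP) enzyme / Input: enzyme at 1/65,000,000 dilution / Dosing: 20 µM single dose / Signal: CDP-star luminescence signal / Reagent: CDP-star chemiluminescent phosphatase substrate, 30 µM final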
The depositor's hits bear a star; · = no result given.

SMILES	PPARg SRC-3 ag	Lmaj promast	S1P3 antag	PPARg SRC2 recr	bIAP act	Redox H2O2 prof	TLR4-MyD88 BLA	ROMK mod	PPARg SRC1 recr	TR-FRET SRC-2 ct	bIAP inhibitor
O=C(N/N=C/c1ccncc1)C1C2CCCCCCC21 (stereo not given)	0	16	-1	-2	1.3	0.5	1	-0.36	-2	1355	-30
O=C1CC(c2ccccc2)NC(=O)N1 (stereo not given)	-3	-11	·	3	1	-2.0	-2	0.13	1	1462	0
CC12C=CC(=O)C=C1CCC1C3CCC(O)(C(=O)CO)C3(C)CC3OC312 (stereo not given)	3	-7	10	9	1	-0.8	-2	0.74	-7	1474	0
O=C(C1=C[C@@H](C2CC2)C[C@@H](OCCCCO)O1)N1CCOCC1	1	-1	-14	3	1	0.5	-13	·	14	1553	1
O=C(N/N=C(/c1ccccc1)c1ccncc1)c1ccc2c(c1)OCO2	-2	1	-2	1	1	-0.3	-5	0.67	10	1411	-3
CC1CCN(c2ccc(C(=O)NCCc3ccccc3)cn2)CC1	-5	8	-2	-4	1	-2.2	7	·	0	1496	5
O=C(CN1CCCCCC1)Nc1ccc(Br)cc1	-4	1	·	-5	0.8	0.6	4	·	-1	1432	24
Nc1ncn(C23CC4CC(CC(C4)C2)C3)n1	4	5	·	3	0.9	0.5	2	-0.17	0	1376	11
O=C(NCCn1cc(SCC(=O)N2CCOCC2)c2ccccc21)c1c(F)cccc1F	2	-2	0	5	1	9.1	9	-0.006	12	1491	4
CCOc1ccc(C(=O)N2CCN(c3cccc(C)c3C)CC2)cc1	4	6	-14	21	0.9	-0.4	11	2.2	-1	1825	6
CS(=O)(=O)N(CC(=O)NCC1CCCO1)c1cccc(Cl)c1 (stereo not given)	0	-5	-8	-5	0.8	0.4	6	0.72	9	1604	18
CCc1ccccc1NC(=O)CN(C)C(=O)Cn1cc(C(F)(F)F)cc(Cl)c1=O	0	1	-11	0	1.2	0.2	-7	0.045	-9	1538	-18
Cc1ccc(O)c(C(=O)c2cnc3c(c2)c(C)nn3-c2ccccc2)c1	-1	77*	-5	-11	1	-0.6	8	·	4	1342	1
COc1cc([N+](=O)[O-])ccc1NC(=S)NCc1ccccn1	0	-3	3	6	0.9	0.4	-4	·	6	1628	11
S=C(NCc1ccccc1)NCc1ccccc1	-23	0	·	-11	0.5	0.9	8	-0.11	-4	1397	49
CCC(=O)Nc1cccc(C(=O)/C=C/c2ccccc2)c1	-4	100*	·	0	0.9	-3.4	5	·	7	1420	11
Cc1ccnc(N2CCC(C(=O)NNC(=O)c3ccccc3)CC2)n1	-10	0	·	-2	1.2	1.6	8	·	-8	1443	-16
CCN(CC)S(=O)(=O)c1ccc(NC(=O)c2ccc(Sc3nncn3C)c([N+](=O)[O-])c2)cc1	-4	-4	-14	3	0.9	0.6	0	·	2	1704	6
O=C(COC(=O)/C=C/c1ccc2c(c1)OCO2)Nc1ccccc1	1	-6	12	-6	0.9	-2.1	9	0.4	6	1615	6
COC(=O)CC1COc2ccccc2N1C(=O)c1ccc(OC)cc1 (stereo not given)	12	3	·	2	1	-3.7	7	·	7	1517	4
O=C(CCN1C(=O)C2C3C=CC(C4CC34)C2C1=O)Oc1cccc2cccnc12 (stereo not given)	1	-4	·	0	1	-3.8	-6	-0.25	2	1407	3
CCN(CC)C(=O)Cn1cc(S(=O)(=O)CC(=O)Nc2ccc3c(c2)OCCO3)c2ccccc21	5	-10	11	7	1.1	-0.1	-8	-0.64	-6	1506	-9
Cc1ccc(-c2nnc3ccc(SCC(=O)NCc4ccco4)nn23)cc1	5	3	6	6	0.9	-1.2	-7	0.47	5	1541	9
COc1ccc(CN2CCN(c3ccccn3)CC2)c(OC)c1	-5	-6	-1	1	1	-0.8	4	·	6	1647	1
Nc1nc(NCc2ccccc2)nc(-c2ccccc2)n1	6	4	-25	4	0.6	2.5	-5	·	2	1392	38
O=C(Nc1ncc(Cc2ccccc2)s1)C1=NCCN1	5	-10	-16	6	1.7	0.3	0	-0.28	1	1650	-74
O=C(NC1CCCCC1)c1ccc2c(=O)n(CC3CCCO3)c(=O)[nH]c2c1 (stereo not given)	-14	-2	-14	-4	0.9	2.1	10	0.033	-7	1350	9
CCOc1ccccc1Nc1cc(C)nc2nc(C)nn12	3	-5	-5	2	1	0.3	-7	·	0	1736	5
CCOc1cc(/C=N/NC(=O)CNc2cccc(C)c2)ccc1OC(=O)c1ccccc1	-11	11	·	-3	1	1.6	1	·	-6	1493	-4
Cc1c(C(=O)N2CCOCC2)oc2c1C(=O)CC(C)(C)C2	10	-5	12	6	0.9	0.3	-10	-0.1	-5	1583	9
Cc1cccc(-n2c(C)cc(C(=S)N3CCOCC3)c2C)c1C	4	17	6	14	0.9	0.2	-2	-0.034	11	1679	6
COc1cc(CNCCc2c[nH]c3ccccc23)ccc1OCc1ccc(F)cc1	10	100*	·	2	2.9*	0.3	5	-2.1	-1	1562	-187
Cc1ccc(Cl)c(OCC(=O)OCC(=O)NC2CCCc3ccccc32)c1 (stereo not given)	6	-7	3	1	0.6	0.7	-11	·	13	1720	39
CCOc1ccc(N2C(=O)c3cccnc3C2Nc2ccc(C)c(C)c2)cc1 (stereo not given)	-8	-1	·	3	1	0.1	-2	-0.057	-6	1251	2
COC(=O)c1ccc(S(=O)(=O)N2Cc3ccccc3C2)cc1	5	-2	-18	4	0.8	-0.1	-11	0.033	7	1677	15
CC(OC(=O)Cc1c(F)cccc1Cl)C(=O)NCCC1=CCCCC1 (stereo not given)	6	52*	2	-1	0.8	0.4	1	0.79	10	1666	17
N#CCC(=O)N/N=C/c1cc([N+](=O)[O-])ccc1N1CCOCC1	1	-8	3	6	1	-0.6	-2	-0.23	2	1704	2
CN(C)/N=C1\CCS(=O)(=O)c2sccc21	-3	-5	-5	3	0.9	0.0	8	-0.2	0	1576	6
C/C=C/c1ccc(OCCCCN2CC(C)CC(C)C2)c(OC)c1 (stereo not given)	-3	8	-4	-3	1.1	0.0	11	-1.2	-4	1305	-8
CCOc1ccc(-c2nc(N)ncc2Oc2ccccc2Br)c(O)c1	4	17	·	6	0.9	0.1	1	1.6	3	1657	13
O=C(/C=C/c1c(F)cccc1Cl)c1ccc(F)cc1	7	26	·	-1	1	1.8	2	·	-3	1609	0
CN1C(=O)CC(N2CCN(CC(N)=O)CC2)C1=O (stereo not given)	-4	-3	·	-6	0.9	2.1	-1	·	1	1491	8
S=C(NCc1ccco1)Nc1ccc(Br)cc1Cl	0	16	7	7	0.9	0.1	-6	-0.77	2	1546	10
O=C(NCCc1cccc(F)c1)/C(=C/c1cccnc1)NC(=O)c1ccccc1	0	-4	-10	4	0.8	-0.7	-2	0.5	1	1667	19
Cc1c(NCc2nc3ccccc3[nH]2)c(=O)n(-c2ccccc2)n1C	4	12	·	-2	1.3	2.7	1	·	2	1710	-31
COc1cc(/C=N/Nc2ncc(C(F)(F)F)cc2Cl)cc(OC)c1O	2	-4	-5	-1	0.9	-0.7	1	·	6	1518	11
Cn1c(CNC(=O)c2ccc(F)cc2)nc2ccccc21	2	-6	-13	-8	0.9	-0.4	-2	·	6	1602	8
O=S(=O)(Nc1c(S(=O)(=O)c2ccccc2)c2nc3ccccc3nc2n1C1CCCCC1)c1ccccc1	4	0	-15	7	1	95*	3	·	7	1739	-4
COCc1nnc(NC(=O)CSc2ccc(C)cc2)s1	-6	-3	-13	-1	0.9	2.2	10	·	7	1667	10
CCOC(=O)c1sc(NC(C)=O)nc1C	1	-1	·	5	0.9	0.1	-2	-0.42	0	1526	6

In a second layout: results already given.
C/C=C/c1ccc(OCCCCN2CC(C)CC(C)C2)c(OC)c1 (stereo not given)
  PPARg SRC-3 ag: -3; Lmaj promast: 8; S1P3 antag: -4; PPARg SRC2 recr: -3; bIAP act: 1.1; Redox H2O2 prof: 0.0; TLR4-MyD88 BLA: 11; ROMK mod: -1.2; PPARg SRC1 recr: -4; TR-FRET SRC-2 ct: 1305; bIAP inhibitor: -8

CCOc1ccc(-c2nc(N)ncc2Oc2ccccc2Br)c(O)c1
  PPARg SRC-3 ag: 4; Lmaj promast: 17; S1P3 antag: ·; PPARg SRC2 recr: 6; bIAP act: 0.9; Redox H2O2 prof: 0.1; TLR4-MyD88 BLA: 1; ROMK mod: 1.6; PPARg SRC1 recr: 3; TR-FRET SRC-2 ct: 1657; bIAP inhibitor: 13

(more compounds)
SMILES	PPARg SRC-3 ag	Lmaj promast	S1P3 antag	PPARg SRC2 recr	bIAP act	Redox H2O2 prof	TLR4-MyD88 BLA	ROMK mod	PPARg SRC1 recr	TR-FRET SRC-2 ct	bIAP inhibitor
CCOC(=O)Cc1csc(NC(=S)NC(=O)c2cccc([N+](=O)[O-])c2)n1	-3	-6	5	9	1.1	-0.4	4	0.069	3	1574	-9
CCOc1cc(/C=N/NC(=O)Cn2nc([N+](=O)[O-])cc2C)cc(Br)c1OCc1ccccc1C	3	5	·	2	0.9	0.3	0	-0.021	0	1441	9
N#Cc1c2n(c(=S)n(-c3ccccc3[N+](=O)[O-])c1=O)CCCCC2	0	23	-21	3	1.1	0.1	8	1.6	-11	1441	-10
COc1ccc(CNC(=O)Cn2nnc(-c3ccc(NC(=O)C4CCCCC4)cc3)n2)cc1	-2	-1	-23	-7	0.8	1.0	-13	·	8	1609	16
CCOc1ccc(N2C(=O)Nc3ccccc3C2(O)C(=O)NCc2ccc(C)cc2)cc1 (stereo not given)	4	-9	6	1	1	-1.1	12	0.47	11	1441	2
COc1cc2nc(CN3CCN(S(=O)(=O)c4ccc(C)c(C)c4)CC3)[nH]c(=O)c2cc1OC	5	8	3	4	1.2	0.2	2	·	10	1696	-21
CCNC(=O)/C=C1\NC(C)(C)Cc2c1ccc1ccccc21	4	100*	·	-2	0.9	0.2	2	-1	-2	1402	6
C=CCn1c(SCc2nc3cc(C(F)(F)F)ccc3c(=O)[nH]2)nc2sc(CC)cc2c1=O	-1	10	8	-2	1.2	1.1	12	·	-3	1577	-23
N#CC(C#N)=C1c2cc(S(N)(=O)=O)ccc2-c2ccc(S(N)(=O)=O)cc21	3	-7	-4	-1	1	-1.4	-12	-0.41	3	1471	2
CNC(=S)N1CCN=C1Nc1nc(C)cc(C)n1	0	0	-12	-4	1.2	-0.5	-1	0.33	-2	1577	-21
Cc1nn(Cc2ccc(Cl)cc2)c(C)c1NC(=O)CSc1nc2c(c(C(F)(F)F)n1)CCc1ccccc1-2	-2	11	·	-9	1	2.0	5	·	-8	1458	5
CCOC(=O)c1oc2ccc(/C=N/O)c(Cl)c2c1C	0	-8	-27	-3	1	-1.1	1	-0.11	-9	1446	1
